# Compound activity: PubChem, several laboratories
# MITF TRPM1 HTS – activators of MITF-driven TRPM1 promoter reporter, primary screen, cell-based, SK-MEL-5, luciferase, single point; SK-MEL-5 TRPM1-promoter luciferase, 24 h; % of positive control, neutral wells = 0; activation, % at 12.5 µM; AID 588334, 2011; actives 0.75% (n = 300,000);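 active = mean activation of at least 80% with every replicate also reaching 80%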;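 note: 0% = neutral control wells and 100% = parthenolide positive control wells; values of inactives mirror those of a sister screen read the other way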
# SR-BI DiI-HDL act – activators of SR-BI mediated DiI-HDL uptake, primary screen, ldlA[mSR-BI] CHO cells, DiI fluorescence; actives 0.096% (n = 320,000); activation, % at 12.5 µM; AID 504775, 2011; 3 h; 100 = double the neutral-control signal;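 active = mean replicate activation of at least 60% and every replicate at or above 60%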;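 note: 0% = median plate neutral-control signal and 100% = twice that signal; values of inactives mirror those of a sister screen read the other way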
#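 material = CHO ldlA[mSR-BI] cells | medium = Ham's F12 with 0.5% BSA, HEPES 25 mM, pH 7.4 | reagent = fluorescent DiI-HDL, 10 µg/mL final | compound dosing = single-point compound dose | incubation = 3 h, 37 °C | measured by = bottom-read fluorescence, 550/595 nm | measure = HDL uptake via cellular fluorescence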
# PKA-R1A activ – activators of PKA-R1A holoenzyme, primary screen, biochemical, fluorescence polarization, Cy5-IP20, bovine R1A, mouse PKAc | PKA-R1A dissociation; scaled: DMSO 0%, 113 µM cGMP 100% | cAMP-dependent protein kinase type I-alpha regulatory subunit (Bos taurus) + … | activation, % at 11.4 µM | actives 0.083% (n = 340,000);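 active = percent activation above the mean of all tested compounds plus 3 SD, cut at about 19% in these data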;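 note: higher means more PKAc released from R1A so a rise in polarization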
# SR-BI DiI inh – inhibitors of SR-BI mediated HDL lipid uptake, primary screen, ldlA[mSR-BI] cells, fluorescence, single point. AID 488896, 2010. actives 0.96% (n = 320,000). ldlA[mSR-BI] CHO cells, DiI-HDL uptake fluorescence, 3 h. Scavenger receptor class B member 1 (Mus musculus), Q61009. inhibition, % at 12.5 µM;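 active = mean replicate inhibition of at least 70% and a set share of replicates each scoring 70 or more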;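 note: 0% = median of neutral control wells and 100% = median of positive control wells; values of inactives mirror those of a sister screen read the other way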
# Target sequence (Q61009 whole entry, looked up): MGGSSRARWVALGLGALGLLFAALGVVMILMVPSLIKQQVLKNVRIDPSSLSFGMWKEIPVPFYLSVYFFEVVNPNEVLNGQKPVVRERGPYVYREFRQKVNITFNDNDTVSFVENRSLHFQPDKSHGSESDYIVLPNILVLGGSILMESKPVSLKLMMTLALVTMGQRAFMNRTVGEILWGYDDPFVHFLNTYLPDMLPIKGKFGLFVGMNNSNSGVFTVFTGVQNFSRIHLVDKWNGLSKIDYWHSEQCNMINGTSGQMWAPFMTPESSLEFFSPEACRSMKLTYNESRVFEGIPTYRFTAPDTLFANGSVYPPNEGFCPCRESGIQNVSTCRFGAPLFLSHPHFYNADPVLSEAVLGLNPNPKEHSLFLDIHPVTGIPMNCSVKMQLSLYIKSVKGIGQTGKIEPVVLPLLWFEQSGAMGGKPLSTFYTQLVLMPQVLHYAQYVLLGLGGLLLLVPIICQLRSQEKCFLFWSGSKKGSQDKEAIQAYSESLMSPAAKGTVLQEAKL
# Arrestin-AP2 inh – inhibitors of beta-arrestin/AP2 binding, primary screen, biochemical, GPCR trafficking, flow cytometry; beta-arrestin 1 C-terminal peptide binding to AP2 beta2-adaptin appendage (human); FITC-arrestin peptide / GST-AP2 beads; AP2 beta2 appendage carries R879A mutation; inhibition, % at 10 µM; actives 0.31% (n = 340,000); AID 504490, 2011;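 active = inhibition above a set limit, near 3 SD of compounds lacking own fluorescence, cut at about 54% in these data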;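 note: plate controls were DMSO wells for no effect and 5 µM unlabelled arrestin peptide for full effect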
#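 Measured by: flow cytometry, FL1 (488/535 nm); Material: AP2 appendage R879A on GSH beads; Evaluation: percent response; Timing: pre-incubation 12 min, peptide binding 1 h, room temperature; Also added: 50 nM FITC-arrestin peptide; Medium: PBS with 0.05% Tween 20 and 0.1% BSA.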
# CDK5 inh – inhibitors of human CDK5/p35 kinase, primary screen, biochemical, single concentration. Cyclin-dependent kinase 5 (Homo sapiens) + Cyclin-dependent kinase 5 activator 1 (Homo …. Recombinant CDK5/p35, ADP-Glo luminescence, 60 min. inhibition, % at 10 µM. actives 0.01% (n = 330,000). AID 488839, 2010;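 active = highest replicate inhibition of at least 50% and at least 75% of replicates reaching 50%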;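 note: plate controls were DMSO neutral control for no effect and GW8510 at 10 µM for full effect; many of its hits are not listed in these tables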
# Pemphigus Ab inh – inhibitors of pemphigus antibody binding to DSG3, primary screen, biochemical, bead-based, flow cytometry, scFv-GFP; binding (percent of control), % at 10 µM; Desmoglein-3 (Homo sapiens), P32926; DSG3-coupled beads, scFv-anti-DSG3-GFP binding; active compounds read low; actives 0.48% (n = 310,000);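 active = binding more than 3 SD below its plate's average and above zero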;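 note: hits lower antibody fragment binding to DSG3; some compounds called inactive have numbers as strong as hits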
# NSD2 inh – NSD2 histone methyltransferase inhibitors, primary screen, biochemical, AlphaScreen, single concentration, set 2. Histone-lysine N-methyltransferase NSD2 (Homo sapiens), O96028. NSD2 peptide methylation, 120 min. inhibition, % at 12.5 µM. actives 0.54% (n = 310,000). AID 743445, 2014; in the data active = inhibition above about 50%
# SUMO Mot1 rescue – yeast Mot1-301 growth rescue at high temperature, primary screen, SUMOylation pathway inhibitor project, S. cerevisiae, ATP luminescence, 38.5C; growth rescue, % at 18.8 µM; S. cerevisiae Mot1-301 growth rescue; percent above DMSO median, 100 means doubled; actives 1% (n = 320,000);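 active = every valid replicate shows activation above 250% relative to neutral control wells; inactive = the rest, any valid replicate at or below 250%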;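 note: OY570 slx delta 5 strain wells were the positive control but not used for scaling; some compounds called inactive have numbers as strong as hits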
# dFosB act – activators of delta FosB homodimer, primary screen, biochemical, fluorescence polarization, TAMRA-CDK5 oligo, single point; Protein FosB (Mus musculus), P13346; purified delta FosB; percent of positive-control signal above neutral wells; activation, % at 25 µM; actives 0.99% (n = 340,000); AID 493131, 2011;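 active = mean activation above about 17%, with every replicate also reaching it, limit read from the data, passing the limit was not always enough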;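 note: fluorescence polarization rise as delta FosB binds a TAMRA Cdk5 AP-1 oligo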
# PKA-R2B act – activators of PKA-R2B holoenzyme, primary screen, biochemical, fluorescence polarization, Cy5-IP20, human; cAMP-dependent protein kinase catalytic subunit beta (Homo sapiens) + cAMP-dependent …; activation, % at 11.4 µM; actives 0.079% (n = 340,000); PKA-R2B holoenzyme dissociation; R2B truncated from residue 108, S112A mutant; 0% DMSO only, 100% 113 µM cGMP; AID 504700, 2011;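 active = activation above a cutoff set at the mean over all compounds plus 3 SD, cut at about 18% in these data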;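 note: higher means more holoenzyme dissociation and a rise in polarization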
# Target sequence (P31323 whole entry, looked up, other chains not shown, the tested form may be a part): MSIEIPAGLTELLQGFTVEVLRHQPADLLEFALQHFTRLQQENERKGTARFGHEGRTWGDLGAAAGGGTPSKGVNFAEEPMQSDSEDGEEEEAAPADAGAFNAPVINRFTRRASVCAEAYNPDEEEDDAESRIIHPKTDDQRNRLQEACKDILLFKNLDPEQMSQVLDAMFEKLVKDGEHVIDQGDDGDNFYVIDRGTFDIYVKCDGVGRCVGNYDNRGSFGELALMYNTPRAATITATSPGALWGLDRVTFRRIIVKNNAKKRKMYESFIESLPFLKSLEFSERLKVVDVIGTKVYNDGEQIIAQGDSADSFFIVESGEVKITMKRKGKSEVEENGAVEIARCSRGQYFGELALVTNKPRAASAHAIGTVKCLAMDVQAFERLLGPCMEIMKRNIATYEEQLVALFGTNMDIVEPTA
# Active calls of the source: *; · = not tested or not shown. An unsorted share of the library. Share with any hit: about 4.7%.
SMILES,MITF TRPM1 HTS,SR-BI DiI-HDL act,PKA-R1A activ,SR-BI DiI inh,Arrestin-AP2 inh,CDK5 inh,Pemphigus Ab inh,NSD2 inh,SUMO Mot1 rescue,dFosB act,PKA-R2B act
O=C(NCCCN1CCOCC1)c1ccc(S(=O)(=O)Nc2ccccc2F)cc1,0,29,1,-29,12,1.0,103,1,-6,1,3
CN(c1ccccc1)S(=O)(=O)c1cccc(NC(=O)c2nn(C)c(=O)c3ccccc23)c1,·,-32,-8,32,-5,0.9,·,0,·,12,-5
O=C(COC(=O)CNS(=O)(=O)c1ccc2ccccc2c1)Nc1ccc2c(c1)OCO2,8,-4,-4,4,5,-1.0,82,1,0,-2,-6
O=C(Nc1ccc(NC(=O)c2cccc([N+](=O)[O-])c2)cc1)c1cccc([N+](=O)[O-])c1,·,-39,-6,39,5,0.9,104,-3,0,2,-5
O=C(O)c1ccnc(SCC(=O)c2ccccc2)c1,4,10,6,-10,4,1.6,103,-1,-9,-5,-7
COC(=O)C(C)Sc1nc2c(cnn2-c2ccc(F)cc2)c(=O)[nH]1 (stereo not drawn),8,25,-9,-25,-6,-1.0,·,-2,3,-5,-3
CCN(CC)CCNC(Cc1ccccc1)c1cccc(OC)c1 (stereo not drawn),4,-5,4,5,-2,-1.1,·,2,·,0,0
CC1CCN(CC(=O)Nc2ccc(S(=O)(=O)NC3CC3)cc2)CC1,-3,18,4,-18,11,-0.2,86,0,6,-4,-12
CN(C)S(=O)(=O)c1cccc(NC(=O)COC(=O)C2(c3ccccc3F)CCCC2)c1,-11,-13,-10,13,9,0.4,83,0,1,-9,-8
COc1ccc(CC(=O)NC2CCCCCC2)c(OC)c1,16,·,-10,·,-5,-2.2,-48*,77*,-7,-10,4
CC1CCCCC1NC(=O)c1ccc(N2CCCC2=O)cc1 (stereo not drawn),21,9,-11,-9,2,1.9,100,-17,-15,-2,-3
COc1ccc(OC)c(S(=O)(=O)N2CCNCC2)c1,-1,54,-4,-54,-10,0.2,91,-4,0,-6,3
O=C(/C=C/c1ccccc1[N+](=O)[O-])NCc1ccncc1,-6,-15,-5,15,0,0.4,90,0,5,2,0
Cc1ccc(S(=O)(=O)N2CCC(=O)N(C(CO)Cc3ccccc3)CC2)cc1 (stereo not drawn),11,-11,4,11,8,0.5,100,·,42,-2,4
COc1ccc(C(=O)c2coc3ccc(OC(C)=O)cc23)cc1,70,-7,2,7,13,1.1,98,-5,-6,-16,-4
O=C(NCCc1nc2ccccc2[nH]1)Nc1ccccc1,4,26,2,-26,4,-0.9,101,1,-18,1,4
CCOc1ccc(CCNC(=O)Cn2cccc2C(=O)c2ccccc2)cc1OCC,9,-15,12,15,9,-0.7,99,-1,-18,-1,8
CCN1C(c2ccccc2)=C(c2ccccc2)S/C1=C\C=C1/SC(=S)N(C)C1=O,-43,18,6,-18,75*,4.8,117,7,-32,-13,2
Cc1ccc(C2=CC(=O)C[C@H](c3ccc4c(c3)OCO4)C2)cc1,9,2,-4,-2,7,0.9,100,·,0,6,-3
CN(C)S(=O)(=O)N1CCC(CCCC2CCN(S(=O)(=O)N(C)C)CC2)CC1,-11,-1,2,1,-3,0.0,105,·,487,5,-2
CCOC(=O)CSc1nc2ccccc2c(=O)n1CC,-2,1,3,-1,16,-0.4,70,-4,-8,-1,1
CCOc1ccc(NC(=O)COc2ccc(C(=O)NCc3cccc(OC)c3)cc2OC)cc1,7,-50,-7,50,7,1.7,97,-3,0,16,-7
CN(C)S(=O)(=O)N1CCC(Oc2cccc(C(=O)N3CCCCCCC3)c2)CC1,-4,23,-5,-23,-20,0.1,112,0,38,-8,-1
CCN(CC)C(=O)c1sc(NC(=O)c2ccc3c(c2)OCO3)c(C#N)c1C,-4,-11,-8,11,-6,-2.2,101,-1,-12,-9,-7
CCn1c(SCC(=O)NCc2ccccc2)nc2c(c1=O)SC(C)C2 (stereo not drawn),13,1,-13,-1,1,-2.1,95,·,-5,2,-15
# The results go on.
SMILES,MITF TRPM1 HTS,SR-BI DiI-HDL act,PKA-R1A activ,SR-BI DiI inh,Arrestin-AP2 inh,CDK5 inh,Pemphigus Ab inh,NSD2 inh,SUMO Mot1 rescue,dFosB act,PKA-R2B act
COc1ccc(C(=O)N2CCOCC2)cc1S(=O)(=O)N1CCCc2ccccc21,-11,-9,-3,9,2,-0.2,100,1,8,-11,7
Cc1ccc(NS(=O)(=O)c2ccc3c(c2)CCC(=O)N3)cc1,2,8,3,-8,43,1.1,·,0,6,-5,5
Oc1ccccc1CN1CCN(C(O)(c2ccccc2)c2ccccc2)CC1,-5,9,4,-9,3,0.9,97,2,7,-7,-14
O=C(NCCc1ccc(Cl)cc1)c1cc(-c2ccccn2)nc2ccccc12,3,-18,-1,18,-4,·,96,-5,16,0,-10
Cc1ccc(-c2noc(CCC(=O)N3CCN(c4cc(C)ccc4C)CC3)n2)cc1,6,-6,2,6,13,1.3,91,·,·,-6,-3
O=C1c2ccccc2C(=O)N1CSc1nnc(Nc2ccccc2)s1,18,22,·,-22,0,0.0,73,-6,-24,3,·
COCCCNC(=S)NNC(=O)c1cc(-c2cccnc2)nc2ccccc12,11,10,-6,-10,5,0.4,113,-1,-19,-19,-2
O=C(CCS(=O)(=O)c1cccs1)Nc1ccc(C(=O)NCc2ccccc2)cc1,·,5,-4,-5,-7,-1.4,104,·,·,-5,-5
COc1ccc(C(=O)NC(=S)N(C)C2CCCCC2)cc1Br,-8,-16,-8,16,5,-2.2,·,1,3,-4,-11
CCOC(=O)N1CCN(C(=O)CSc2nnc(-c3c[nH]c4ccccc34)n2CCOC)CC1,-13,26,0,-26,-6,-5.8,101,1,-7,-7,-15
CCc1cccc(C)c1NC(=O)CSc1nc(C)c(C)o1,-9,25,-1,-25,4,-2.9,99,-2,3,-6,-1
Cc1cc(C(C)(C)C)oc1C(=O)N(CC(=O)NC1CCCC1)Cc1ccccc1,5,-41,2,41,7,0.4,83,-4,-18,-7,2
NC(=O)Cn1nnc(-c2ccc(CN3CCCCC3)cc2)n1,6,14,2,-14,7,-3.0,92,-1,335,0,-9
O=C(NCCCN1CCCC1=O)c1cccc(S(=O)(=O)NCc2ccccc2)c1,5,1,-13,-1,-4,-2.7,100,0,12,0,4
CN1CCN(NC(=S)NC2CCCCC2)CC1,-2,4,8,-4,23,0.8,127,-2,97,1,-4
COC(=O)CCCCNC(=O)Nc1ccccc1,-4,-5,-11,5,16,-2.0,100,-1,145,3,0
CC(c1ccccc1)C1CC(=O)N(c2cc(Cl)ccn2)C1=O (stereo not drawn),·,36,-12,-36,6,1.3,107,-1,-11,3,-9
COc1ccc(NC(=O)Cc2c(SC)c3ccccc3n2Cc2ccccc2)cc1,11,-23,2,23,·,-2.3,107,0,0,0,-6
O=C(NNC(=O)c1cc(-c2ccc(Cl)c(Cl)c2)nc2ccccc12)Nc1ccccc1,12,-30,-1,30,3,0.1,·,0,3,5,-4
CCOC(=O)C(C)Sc1nc2c(c(=O)[nH]c(=O)n2C)n1C/C=C(/C)Cl (stereo not drawn),-9,0,-2,0,-9,1.5,100,-2,-7,-5,-3
COc1cccc(-c2nc(C(=O)NCCCN3CCOCC3)cc3c2[nH]c2ccccc23)c1,1,-58,-1,58,7,-1.0,104,·,18,-1,-6

# An excerpt of these results, tab-delimited:
SMILES	MITF TRPM1 HTS	SR-BI DiI-HDL act	PKA-R1A activ	SR-BI DiI inh	Arrestin-AP2 inh	CDK5 inh	Pemphigus Ab inh	NSD2 inh	SUMO Mot1 rescue	dFosB act	PKA-R2B act
COc1ccc(C(=O)N2CCOCC2)cc1S(=O)(=O)N1CCCc2ccccc21	-11	-9	-3	9	2	-0.2	100	1	8	-11	7
Cc1ccc(NS(=O)(=O)c2ccc3c(c2)CCC(=O)N3)cc1	2	8	3	-8	43	1.1	·	0	6	-5	5
Oc1ccccc1CN1CCN(C(O)(c2ccccc2)c2ccccc2)CC1	-5	9	4	-9	3	0.9	97	2	7	-7	-14
O=C(NCCc1ccc(Cl)cc1)c1cc(-c2ccccn2)nc2ccccc12	3	-18	-1	18	-4	·	96	-5	16	0	-10
Cc1ccc(-c2noc(CCC(=O)N3CCN(c4cc(C)ccc4C)CC3)n2)cc1	6	-6	2	6	13	1.3	91	·	·	-6	-3
O=C1c2ccccc2C(=O)N1CSc1nnc(Nc2ccccc2)s1	18	22	·	-22	0	0.0	73	-6	-24	3	·
COCCCNC(=S)NNC(=O)c1cc(-c2cccnc2)nc2ccccc12	11	10	-6	-10	5	0.4	113	-1	-19	-19	-2
O=C(CCS(=O)(=O)c1cccs1)Nc1ccc(C(=O)NCc2ccccc2)cc1	·	5	-4	-5	-7	-1.4	104	·	·	-5	-5
